D3 ag = qHTS of D3 Dopamine Receptor Agonist: qHTS | hit rate 0.58% among 410,000 | D3R DiscoveRx beta-arrestin cells, luminescence, 90 min | max activation, % | AID 652048, 2013; in the data active = max activation above about 30%; also: 0% is about no effect; mostly tested at two doses, the higher about 12 µM
Target sequence (P35462 whole entry, looked up): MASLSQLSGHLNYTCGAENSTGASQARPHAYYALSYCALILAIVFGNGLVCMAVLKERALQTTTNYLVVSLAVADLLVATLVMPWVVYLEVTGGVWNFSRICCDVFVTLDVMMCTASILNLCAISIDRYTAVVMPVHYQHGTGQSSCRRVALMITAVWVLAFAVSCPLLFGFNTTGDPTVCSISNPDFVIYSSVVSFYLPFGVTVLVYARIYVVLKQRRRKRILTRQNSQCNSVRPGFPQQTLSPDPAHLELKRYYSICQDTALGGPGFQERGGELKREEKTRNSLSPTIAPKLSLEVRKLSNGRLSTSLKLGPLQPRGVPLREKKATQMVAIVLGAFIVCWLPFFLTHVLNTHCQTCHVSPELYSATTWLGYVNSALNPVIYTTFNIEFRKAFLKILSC
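Cells at 1500/well, incubated overnight, then treated with pinned compounds (dopamine as control) for 90 min at 37 degrees C. DiscoveRx reagent added for 30 - 60 minutes at room temperature; luminescence read.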
IL1B secr inh = qHTS for Inhibitors of Inflammasome Signaling: IL-1-beta AlphaLISA Primary Screen. activity change, % at 57.5 µM. THP-1 LPS/ATP IL-1B secretion, AlphaLISA, 16 h; stronger effect = lower value. hit rate 4.7% among 360,000; in the data active = activity change below about -50%; inconclusive = mostly about -30% to -49%; also: % is scaled to controls: 0 for no effect and ±100 for the full control effect
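THP-1 cells pretreated 1 hr with compounds (up to 57.5 uM final), then stimulated with LPS (250 ng/mL final) plus ATP (1.25 mM final); secreted IL-1B measured by AlphaLISA after 16 hr, decreased signal indicating inhibition.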
KB-V1 cytotox = qHTS assay for MDR1-selective chemotherapeutics: Primary screen using the drug-selected MDR subline cells KB-V1. KB-V1 MDR cells viability, CellTiter-Glo, 72 h. Potency, µM (titrated, usually from 46.1 µM), inactives show at the highest dose activity change, negative = cytotoxicity, most hits filed as cytotoxic. hit rate 3.4% among 400,000. AID 1347076, 2019; also: potency is read from the fitted curve at half-maximal effect; % is scaled to controls: 0 for no effect and ±100 for the full control effect; nearly all actives have a fitted effect of over 60% in size
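Following 72 h at 37 degrees C with compound, KB-V1 cell viability was read by CellTiter-Glo luminescence, medium being phenol-red-free DMEM plus 10% FBS; concentration-response parameters came from normalized, curve-fitted qHTS data.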
D3 antag = qHTS of D3 Dopamine Receptor Antagonist: qHTS; D(3) dopamine receptor (Homo sapiens), P35462; D3R cells, DiscoveRx beta-arrestin luminescence, antagonist mode; stronger effect = lower value; max response, negative = inhibition, %; hit rate 2.5% among 360,000; in the data active = max response below about -50%; inconclusive = no clear call, values can overlap the other calls; also: % is scaled to controls: 0 for no effect and ±100 for the full control effect; mostly tested at two doses, the higher about 12 µM
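Cells plated overnight at 1500 cells/well, then exposed to library compounds with dopamine controls for 90 minutes at 37 degrees C. DiscoveRx reagent added for 30–60 minutes at room temperature; luminescence read, quantitative HTS format.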
SW480 rereplic = A quantitative high throughput screen for small molecules that induce DNA re-replication in SW480 colon adenocarcinoma cells; hit rate 1.8% among 340,000; AID 624297, 2012; Potency, µM (top dose mostly 46.1 µM), without a hit: at the top dose re-replication activation, most hits filed as activators; SW480 DNA re-replication, Hoechst DNA content imaging, 48 h; also: potency is read from the fitted curve at half-maximal effect; % of control where 0% means no effect; nearly all actives have a fitted effect of over 55% in size
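Compounds, transferred as 23 nL by pin tool, were incubated with cells for 48 hr; DNA content per nucleus was then quantified by Hoechst staining and fluorescence plate imaging.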
KB-3-1 tox = qHTS assay for MDR1-selective chemotherapeutics: Primary screen using the parental adenocarcinoma cell KB-3-1; Potency, µM (series often up to 46.1 µM), for inactives: at the top dose activity change, negative = cytotoxic, usual class: cytotoxic; hit rate 1.4% among 400,000; KB-3-1 viability, CellTiter-Glo ATP luminescence, 72 h; also: potency is read from the fitted curve at half-maximal effect; % is scaled to controls: 0 for no effect and ±100 for the full control effect; nearly all actives have a fitted effect of over 60% in size
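Cytotoxicity measured as CellTiter-Glo luminescence after 72 h at 37 C. Compound titrations were pinned onto drug-naive KB-3-1 parental adenocarcinoma cells grown in DMEM with 10% FBS, and normalized data fitted to concentration-response curves.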
GLP1R ag = qHTS of GLP-1 Receptor Agonists; hit rate 0.007% among 380,000; AID 624172, 2012; HEK293 GLP-1R CRE-luciferase, luminescence, 4-6 h; cells express a hypersensitive GLP-1R form; Glucagon-like peptide 1 receptor (Homo sapiens), P43220; Potency, µM (highest dose often 45.6 µM), for the others: at the highest dose activation, hits mostly activators; also: potency is read from the fitted curve at half-maximal effect; % of control where 0% means no effect
Target sequence (P43220 whole entry, looked up): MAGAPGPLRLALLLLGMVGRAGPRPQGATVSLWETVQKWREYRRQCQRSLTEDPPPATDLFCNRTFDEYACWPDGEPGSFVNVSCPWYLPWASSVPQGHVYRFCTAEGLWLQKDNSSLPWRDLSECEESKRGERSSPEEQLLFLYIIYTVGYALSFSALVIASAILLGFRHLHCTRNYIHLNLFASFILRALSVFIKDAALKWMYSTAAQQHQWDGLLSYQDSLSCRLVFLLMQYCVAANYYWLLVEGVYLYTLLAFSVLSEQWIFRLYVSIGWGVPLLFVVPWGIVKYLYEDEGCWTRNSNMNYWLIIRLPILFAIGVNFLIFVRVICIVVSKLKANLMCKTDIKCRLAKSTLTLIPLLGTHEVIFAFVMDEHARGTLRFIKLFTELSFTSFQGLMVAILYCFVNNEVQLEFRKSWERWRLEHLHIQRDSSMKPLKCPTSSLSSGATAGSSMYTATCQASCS
HT1080-NT tox = qHTS for induction of synthetic lethality in tumor cells producing 2HG: qHTS for the HT-1080-NT fibrosarcoma cell line; Potency, µM (highest dose often 46.1 µM), for the others: at the highest dose activity, negative = less viability, usual class: cytotoxic; hit rate 1.6% among 360,000; HT-1080-NT fibrosarcoma viability, CellTiter-Glo ATP luminescence, 48 h;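 also: NT is the 2HG producing partner of a matched IDH1 knockdown line; potency is read from the fitted curve at half-maximal effect; 0% = DMSO-treated cells and -100% = media-only wells without cells; nearly all actives have a fitted effect of over 55% in size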
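HT-1080-NT fibrosarcoma cells (2HG-overproducing), 750 cells/well in RPMI with 5% FBS, dosed after 2 h and incubated 48 h at 37C. CellTiter-Glo luminescence normalized to DMSO and no-cell wells; concentration-response curves fitted and classed.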
HT1080 IDH1KD tx = qHTS for induction of synthetic lethality in tumor cells producing 2HG: qHTS for the HT-1080-IDH1KD cell line; Potency, µM (series often up to 46.1 µM), without a hit: at the highest dose activity, negative = toxicity, most hits filed as cytotoxic; HT-1080 IDH1 knockdown viability, ATP luminescence, 48 h; hit rate 2% among 360,000;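 also: potency is read from the fitted curve at half-maximal effect; 0% = DMSO wells and -100% = cell-free medium wells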
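Viability of IDH1-knockdown HT-1080 fibrosarcoma cells was assessed by CellTiter-Glo after 48 h at 37 °C with titrated compound; concentration-effect curves were classified by fit quality and response size.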
The depositor's hits bear a star; ? = inconclusive; / = no result given; & = joins results of further samples; [ ] = dose if it differs, or a comment. Unless noted, calls follow the shape of the dose curve; as a rule, active = well fitted curve in the direction sought with a large enough effect; inconclusive = small, poorly fitted or top-dose-only effect, or another doubt; inactive = no such curve, though single readings can be large; an effect the other way counts as inactive or inconclusive.

Values run as follows: D3 ag, IL1B secr inh, KB-V1 cytotox, D3 antag, SW480 rereplic, KB-3-1 tox, GLP1R ag, HT1080-NT tox, HT1080 IDH1KD tx
> CCc1nc2c(OCCC3CCCCC3)cccn2c1N(C)C(=O)c1ccccc1F
  -19, ?, 0%, -57*, /, 0%, 5%, ?, ?
> COC(=O)CNC(=O)C(C)NC(=O)CNC(=O)OCc1ccccc1 (centres undefined)
  9, 32, 12%, 25, 3%, 5%, -6%, 10%, 10%
> CC(=O)Nc1ccc(S(=O)(=O)NCc2nnnn2-c2ccc(Cl)cc2)cc1
  -7, -12, 0%, 2, -4%, 0%, 2%, -1%, -2%
> COC(=O)CN(c1ccc(OC)cc1)S(=O)(=O)c1ccc(OC)c(OC)c1
  3, 38, ?, 8, -5%, 2%, 6%, -1%, -4%
> CCOC(=O)[C@H]1[C@H]2COc3ccccc3[C@@H]2N2C(=O)c3cc(F)c(F)cc3NC(=O)[C@@]12C
  15, -6, 12%, 15, -6%, 8%, -4%, 4%, 0%
> COc1ccc(C2C3=C(CCCC3=O)Nc3c(-c4ccccc4)c(C)nn32)cc1 (centres undefined)
  -11, -26, 0%, ?, 6%, -9%, 0%, ?, ?
> COc1ccccc1NCC(=O)n1nc(C)cc1C
  -2, -10, 0%, -29, 51%, -7%, 3%, -6%, -5%
> Cn1c(N)c(C(=O)COC(=O)c2cccc(S(=O)(=O)N3CCOCC3)c2)c(=O)n(C)c1=O
  0, 20, -11%, -4, 19%, 13%, 14%, 1%, 3%
> N#Cc1nc(COc2ccc(Br)cc2)oc1N1CCCCCC1
  -3, -21, 0%, ?, -1%, -14%, 22%, -22%, -10%
> Cc1ccccc1-n1nc2c(c1NC(=O)c1ccc(Br)o1)CSC2
  -3, 0, 13µM*, 2, 5%, 9%, 1%, 0%, 0%
> Cc1oc(-c2ccccc2)nc1C(=O)OCC(=O)NCc1ccccc1
  -2, 18, -13%, 6, -16%, -1%, 1%, 10%, -2%
> CC(C)CN(CC(C)C)CC(O)COc1ccccc1Br (centres undefined)
  4, -11, 7%, 11, ?, 4%, -3%, ?, ?
> COc1cc(NC(=O)CCc2ccccc2)nc(OC)n1
  -5, -5, ?, 11, -3%, ?, 2%, 8%, 4%
> COc1ccccc1N(C)S(=O)(=O)c1ccc(C(=O)OCC(=O)NCC(F)(F)F)cc1
  -6, 0, 7%, -9, -1%, -7%, 10%, 7%, 13%
> Cn1c(C(=O)NCc2cccs2)cc2c(=O)n(C)c3ccccc3c21
  -5, 23, -9%, 13, 1%, -10%, -1%, 9%, 0%
> CC(=O)C(Cc1ccc(Cl)nc1)Cc1ccc(Cl)nc1
  15, 1, -4%, 0, 6%[1.84 µM], -2%, -1%, 11%, 8%
> Cc1cccc(C)c1OCC(=O)Nn1c(COc2ccccc2)nc2ccccc2c1=O
  4, -14, -9%, 15, -1%, -12%, 4%, -4%, 6%
> CCOC(=O)CCc1c(C)nc2c(c(C)nn2-c2ccccc2)c1C
  0, 0, -3%, 29, -17%, 8%, 3%, 9%, 8%
> Cc1ccc(C(=O)NCCNC(=O)CN2CCCC2)cc1
  -1, 2, -19%, 17, -4%, -4%, -4%, -6%, 0%
> CC1(C)NC(=O)N(CC(O)CN(c2ccccc2)S(=O)(=O)c2ccccc2)C1=O (centres undefined)
  -2, -1, -3%, 10, -22%, 5%, 11%, 2%, -1%
> COC(=O)C1c2ccccc2-c2ccccc21
  3, -18, 5%, 1, -4%, 0%, 5%, 0%, -14%
> COc1cc(OC)c(C(=O)OCC(=O)Nc2nnc(-c3ccccc3)o2)cc1OC
  20, 10, ?, 8, -15%, 18%, -6%, 9%, 7%
> Cc1ccc(NC(=O)CC2SCCNC2=O)cc1[N+](=O)[O-] (centres undefined)
  1, 14, 1%, 19, -12%, 11%, 2%, 21%, 20%
> COc1ccccc1/C=C/C=NC1C(=O)N(c2ccccc2)[N+](C)=C1C (centres undefined)
  -4, -14, 21%, -11, -1%, -8%, 0%, -3%, -11%
> C/C(=N\Nc1nc(-c2ccccn2)nc2ccccc12)c1ccc(F)cc1
  -5, 148, ?, -4, ?, -27%, 8%, -28%, ?
> CCc1ccc(NC(=O)Cn2c(SC)nc3ccccc32)cc1
  -4, 17, ?, 25, -2%, -7%, 1%, -11%, -1%
> O=S(=O)(NCCc1c[nH]c2ccccc12)c1ccccc1
  17, -12, 0%, 5, 0%, -3%, 5%, -4%, -8%
> CC(OC(=O)CCc1ccccc1)C(=O)Nc1ncc(Cl)cc1Cl (centres undefined)
  2, 2, 8%, 5, /, 14%, 11%, -1%, 5%
> O=C1c2ccccc2C(=O)c2cc(S(=O)(=O)Nc3ccccc3)ccc21
  -3, 0, ?, 13, /, -3%, 18%, -1%, -24%
> O=C(OCC(=O)N1CCCc2ccccc21)c1cc(S(=O)(=O)N2CCOCC2)ccc1O
  -1, 19, 4%, -1, 3%, -3%, -1%, 6%, 1%
> Cc1cnn(Cc2cccnc2)c1N
  0, 10, 5%, 6, 0%, 12%, 12%, 6%, 6%
> COc1ccc(NC(=O)/C(Cl)=C(/Cl)S(=O)(=O)Cc2ccc(C)cc2)cn1
  -7, -119*, ?, -77*, 2.6µM*, 6.5µM*, -40%[inhibitor], 23µM*, 8.2µM*
> CSc1cc(C)nc(N(C)C(C)=O)n1
  -12, -9, 16%, -10, 0%, -6%, 4%, 0%, 1%
> COc1ccc(CC(=O)Nc2nc(-c3ccc(F)c(F)c3)cs2)cc1OC
  28, -68*, ?, 16, 2%, ?, 12%, ?, ?
> Nc1ccc(C#Cc2c(-c3ccsc3)oc3ccc(N4CCOCC4)cc23)cc1
  5, -1, 3%, 32, 3%, 0%, 26%, -22%, ?
> COc1ccc(CNC(=O)C2CCN(S(=O)(=O)c3ccc4nc5c(c(C(=O)O)c4c3)CCCC5)CC2)cc1
  -5&-1, -5, 20%, -10, /, 5%, 3%, 2%, 10%
> CCOC(=O)C1CCCN(C2=NC(=O)/C(=C/c3ccc(O)c(OCC)c3)S2)C1 (centres undefined)
  7, -29, ?, -28, 0%, -25%, ?, -5%, -12%
> Cc1cccc(NC(=O)CSCc2c(C)noc2C)c1C
  -4, -7, -11%, -19, -5%[9.22 µM], 0%, 8%, 5%, 8%
> CCn1c(SCC(=O)NC(=O)NCc2ccco2)nc2sc(C)c(C)c2c1=O
  1, 38, -28%, ?, -1%, -4%, 9%, -12%, -23%
> CN(Cc1ccccc1)C(=O)Cn1nnc(-c2ccccc2)c1COc1ccccc1
  12, -26, -15%, 10, /, -2%, 6%, -17%, -12%
> Cc1cccc(OCc2nnc(SCC(=O)c3cccs3)n2C)c1C
  -7, 3, 16µM*, -23, 3%, 2%, -2%, 0%, -23%
> CCOc1ccccc1NC(=S)N1CCCCCC1
  1, 19, 14%, 3, -12%, 12%, 2%, 21%, 15%
> Cc1ccc(CNC(=O)C2CCN(S(=O)(=O)c3ccc4c(c3)CC(C)N4C(=O)C3CC3)CC2)cc1 (centres undefined)
  9, -2, -2%, 6, -27%, -16%, 13%, ?, -19%
> CN1CCN(c2ncnc3c2ncn3[C@H]2CN(Cc3ccc4c(c3)OCO4)C[C@@H](CO)O2)CC1
  3, -5, 0%, -7, /, 0%, -3%, 21%, 8%
> Cc1ccc(S(=O)(=O)N(Cc2ccccc2)c2ccccc2C(=O)Nc2ccccc2C(=O)NCc2ccco2)cc1
  2, -9, -14%, 12, 16%, -16%, -5%, 0%, -5%
> CCCCN1CCNC[C@@H]1Cc1ccc(O)cc1
  2, 19, -20%, 0, -2%, -1%, 13%, -1%, 2%
> CN(C(=O)C1CCC(=O)N(Cc2ccccc2F)C1)C1CCOCC1 (centres undefined)
  2, -6, 20%, 7, 2%, 19%, -5%, 16%, 19%
> COc1ccc(-c2cc(C(=O)N3CCCC3)c3ccccc3n2)cc1
  5, 0, 0%, -18, -7%, ?, 17%, -17%, -9%
> CC(=O)c1ccc(NC(=O)C2CCN(S(=O)(=O)c3ccc4c(c3)N(C(C)=O)CCO4)CC2)cc1
  0, 34, 2%, -1, -4%, 14%, 1%, -3%, -4%
> CN1CCN(C(=O)/C=C/c2ccc([N+](=O)[O-])cc2)CC1
  -2, 13, 0%, 4, -2%, 0%, 23%, 5%, 3%
> O=C1NCCCC1C(=O)Nc1cccc(C(F)(F)F)c1 (centres undefined)
  3, -6, -1%, -10, 4%, 8%, 0%, 9%, 2%
> CC(=C/c1ccco1)/C=N/N1CCN(c2ccccc2)CC1
  -3, 47, 14%, 0, -14%, 1%, -11%, 2%, 0%
> CSc1nc2sc3c(c2c(=O)[nH]1)CCc1ccccc1-3
  -1, 27, -12%, 43, ?, -3%, 12%, -11%, -7%
> CCc1nc2ccc(C(=O)Nc3cccc(NS(C)(=O)=O)c3)cn2c1N(CCC(C)C)CCN(C)C
  -4, ?, 3%, 2, /, 0%, -4%, ?, ?
> O=C(COc1ccccc1Cl)Nc1ccc(Cl)cn1
  1, 1, 2%, 20, -5%, -6%, 6%, 5%, 9%
> O=C(c1cnn2c(C(F)F)cc(C3CC3)nc12)N1CCOCC1
  -3, 12, -2%, ?, -4%, 0%, -4%, 7%, -9%[9.24 µM]
> CCCCCC1NC(=O)NC1CCCCCC(=O)O (centres undefined)
  7, 2, -19%, 5, -5%, -6%, -9%, 0%, 1%

Bioassay records from PubChem BioAssay.

The order is random. Share with any hit: about 12%.
